# ARNT-TACC3 inh: disruptors of ARNT/TACC3 protein interaction, primary screen, biochemical, AlphaScreen, single concentration; actives 0.66% (n = 390,000); inhibition, % at 9.99 µM; AlphaScreen His-ARNT PAS-B/GST-TACC3 binding, luminescence; TACC3 fragment carries E629A point mutation;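 active means mean inhibition of replicates at least 50% and at least half of replicates each reaching 50%; inconclusive means half or more replicates reach 50% but mean below 50%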;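 further: 0% = complete ARNT plus TACC3 wells and 100% = ARNT alone without TACC3; many hits fall short of the cut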
# esBAF inh: Bmi1 luciferase reporter increase in mESCs, primary screen, esBAF inhibitor project, mouse ES cells, Bmi1 luciferase knock-in, single point; 24 h; 100% = twice the neutral-well signal; reporter increase, % at 12.5 µM; actives 2% (n = 350,000); in the data active means activation above about 40%; inconclusive means no clear call, values can overlap the other calls;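 further: 0% = median of the plate's neutral control wells and 100% = double that signal; a rise in the Bmi1 reporter signal indicates esBAF inhibition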
# E-selectin induc: E-selectin induction in HUVECs, primary screen, imaging, HUVEC, immunofluorescence imaging, single point; P16581; normalized: neutral wells 0, TNF-alpha wells 100; activation, % at 7.58 µM; actives 0.37% (n = 260,000);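 active means mean E-selectin-positive cell signal at least 10% of the positive control, reached in at least 60% of replicates, without over 20% cell loss; inconclusive means no rule given, readout overlaps actives, possibly toxicity-flagged; inactive means the rest, including those meeting only one limit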;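 further: in these data hits start at about 27%; measured in HUVEC primary endothelial cells; signal is the percent of cells scored E-selectin positive by PE staining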
#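 Test system: HUVEC; input: 3,000 HUVEC/well; measured by: immunofluorescence imaging; read-out: % PE-positive cells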
# PglD inh: C. jejuni PglD acetyltransferase inhibitors, primary screen, biochemical, DTNB colorimetric, single point. inhibition, % at 12.5 µM. AID 602405, 2012. actives 0.098% (n = 360,000). purified PglD enzyme, DTNB colorimetric CoA detection. UDP-N-acetylbacillosamine N-acetyltransferase PglD (Campylobacter jejuni); in the data active means inhibition above about 16%, passing the limit was not always enough; inconclusive means no clear call, values can overlap the other calls; further: strong numbers were not always called active
# RAD52 inh: RAD52 DNA annealing inhibitors, primary screen, biochemical, FRET, single point, set 2; AID 651710, 2012; inhibition, % at 18.7 µM; actives 0.46% (n = 360,000); recombinant RAD52 DNA annealing, FRET fluorescence;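 active means every replicate showing at least 50% inhibition; inconclusive means mean inhibition at least 50% but not in every replicate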
# Target sequence (P43351 whole entry, looked up): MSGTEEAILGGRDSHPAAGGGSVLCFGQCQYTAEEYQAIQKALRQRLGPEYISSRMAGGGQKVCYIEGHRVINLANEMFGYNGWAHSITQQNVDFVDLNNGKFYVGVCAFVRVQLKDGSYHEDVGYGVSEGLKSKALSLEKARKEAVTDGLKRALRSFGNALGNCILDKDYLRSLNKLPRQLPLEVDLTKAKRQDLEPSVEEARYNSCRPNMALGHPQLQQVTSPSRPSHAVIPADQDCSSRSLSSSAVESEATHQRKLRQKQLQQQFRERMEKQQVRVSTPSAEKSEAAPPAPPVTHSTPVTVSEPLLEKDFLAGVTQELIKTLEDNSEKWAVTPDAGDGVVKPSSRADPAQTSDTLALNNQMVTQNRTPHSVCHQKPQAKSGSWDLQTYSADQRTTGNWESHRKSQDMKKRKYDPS
# RAD54 inh: inhibitors of human RAD54 branch migration, primary screen, biochemical, fluorescence, single point | DNA repair and recombination protein RAD54-like (Homo sapiens), Q92698 | RAD54 Holliday junction branch migration, FAM/BHQ fluorescence | inhibition, % at 10.4 µM | actives 0.14% (n = 360,000);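 active means mean normalized replicate activity at least 40 and at least half of replicates scoring 40 or more; inconclusive means only one of the two criteria met; inactive means mean below 40 and under half of replicates reaching 40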;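 further: 0% = median of neutral control wells and 100% = median of positive control wells; inhibitors cause a drop in the FAM fluorescence signal; in these data hits start at about 50%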
# CASP6 VEID inh: human caspase-6 inhibitors, primary screen, biochemical, VEID-R110 fluorescence, single point, set 2 | AID 686996, 2013 | actives 0.53% (n = 350,000) | purified caspase-6, Z-VEID-R110 cleavage fluorescence | inhibition, % at 12.5 µM | P55212;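 active means mean inhibition across replicates at least about 35%, with every replicate also reaching that limit, limit read from the data; inconclusive means only one of the two criteria met; inactive means neither criterion met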;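 further: 0% = median of neutral control wells and 100% = no fluorescence left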
# ERp5 block: inhibitors of ERp5-driven insulin aggregation, primary screen, biochemical, turbidity, absorbance 650 nm, single point; Protein disulfide-isomerase A6 (Homo sapiens), Q15084; 90 min; inhibition, % at 9.99 µM; actives 0.05% (n = 350,000);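 active means mean replicate inhibition above about 25%, with every replicate also reaching it, limit read from the data, passing the limit was not always enough; inconclusive means only one of those two criteria met; inactive means neither criterion met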
# Target sequence (Q15084 whole entry, looked up): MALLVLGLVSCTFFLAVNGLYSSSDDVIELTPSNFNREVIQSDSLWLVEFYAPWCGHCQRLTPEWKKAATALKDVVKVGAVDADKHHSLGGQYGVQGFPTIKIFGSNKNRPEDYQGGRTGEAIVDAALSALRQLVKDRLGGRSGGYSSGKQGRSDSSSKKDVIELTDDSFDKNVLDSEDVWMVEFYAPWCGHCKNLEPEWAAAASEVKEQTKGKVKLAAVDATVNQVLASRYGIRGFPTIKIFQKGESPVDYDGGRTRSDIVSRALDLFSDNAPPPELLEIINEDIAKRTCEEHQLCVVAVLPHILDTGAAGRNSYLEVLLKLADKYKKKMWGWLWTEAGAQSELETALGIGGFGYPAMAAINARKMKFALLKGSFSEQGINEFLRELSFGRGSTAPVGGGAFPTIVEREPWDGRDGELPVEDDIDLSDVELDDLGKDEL
# * marks the source's active call; other numbers are inactive results; i = inactive; ? = inconclusive; . = not tested or not shown; & = joins results of further samples.
SMILES,ARNT-TACC3 inh,esBAF inh,E-selectin induc,PglD inh,RAD52 inh,RAD54 inh,CASP6 VEID inh,ERp5 block
Nc1ncnc2c1ncn2[C@@H]1O[C@H](CNCc2ccccc2)[C@@H](O)[C@H]1O,-2,-4,.,1,.,6,.,.
CNC(=S)N1N=C(c2ccc(C)cc2)CC1c1cc(OC)ccc1OC (centres undefined),4,.,0.4,.,-8,.,0,-8
NC(=O)c1cc(S(=O)(=O)N2CCOCC2)ccc1Sc1ccccc1N,3,.,.,-2,-5,-6,7,2
COc1ccc(Cc2c(O)nc(SCC(C)C)[nH]c2=O)cc1,-12,2,-0.2,2,-8,-2,-2,-1
CC(=O)N1[C@H](C(=O)N2CCCCC2)[C@@H](CO)[C@@H]2Cn3c(ccc(C4=CCCCC4)c3=O)[C@@H]21,-11,8,-0.1,-1,-4,0,-3,6
COC(=O)c1sccc1NC(=O)CSc1ccccc1NS(=O)(=O)c1ccc(Cl)cc1,-3,.,0.0,5,.,10,.,.
CCc1nc2ccc(C(=O)N(CC)CCN(C)C)cn2c1N(C)Cc1nccs1,.,2,0.0,-2,-13,11,-6,-6
OCCNC(=S)c1ccccc1,0,.,7.5,.,11,.,0,0
O=C(Nc1cccc([N+](=O)[O-])c1)c1[nH]ncc1Cl,-28,.,.,3,-5,-1,3,-1
COc1ccc(CNC(=O)CCn2c(=O)oc3ccccc32)cc1,-2,-1,.,1,.,5,.,.
CC12CNCC(C)(CN(C3(O)C(=O)Nc4ccc(Br)cc43)C1)C2=O (centres undefined),-1,.,.,.,-14,.,3,1
C=CCn1c2ccccc2c2nnc(SCC(=O)Nc3c(C)n(C)n(-c4ccccc4)c3=O)nc21,2,-3,.,-10,.,-1,.,.
CCOP(=O)(c1ccc(N(C)C)cc1)C(O)c1ccccc1OC (centres undefined),-24,1,.,-6,.,0,.,.
CSc1ccc(C2C(C(=O)c3ccco3)=C(O)C(=O)N2c2nnc(SC)s2)cc1 (centres undefined),7,22,5.8,0,-136,-21,8,2
CC1CC(C)CN(CCCNC(=O)Cc2c(C(=O)O)n(C)c3ccccc23)C1 (centres undefined),-2,-5,.,0,-9,-4,-3,1
C/C(=N/NC(=O)CNc1ccc(Cl)cc1C)c1ccc(C)cc1,17,2,-0.2,.,-13,.,7,4
CCOc1ccc(S(=O)(=O)N2CCN(C(=O)c3cc4ccccc4o3)CC2)cc1,-8,1,-0.7,-1,-10,-2,-1,1
CC(C)Oc1ccc(C2C(C#N)=C(N)Oc3c2oc(CO)cc3=O)cc1 (centres undefined),-7,.,.,.,-18,.,1,?
COc1ccc(CC(=O)OCC(=O)NNC(=O)c2ccccc2)cc1,30,-1,0.1,0,-14,3,3,3
CC(=O)Nc1cccc(/C(C)=N/NC(=O)c2cc(-c3ccncc3)nc3ccccc23)c1,0,-3,0.1,0,0,4,-1,2
c1ccc2[nH]c(-c3cscn3)nc2c1,-2,37,2.0,-1,-1,-8,-3,-2
CCOc1ccc2[nH]c(=O)c(CN(Cc3nnnn3Cc3ccccc3)CC3CCCO3)cc2c1 (centres undefined),-1,-2,.,0,.,8,.,.
CCN1CCc2c(sc(NC(=O)c3ccc4ccccc4c3)c2C(N)=O)C1,-12,2,0.1,-1,i,20,-1,11
C[C@@H]1CN([C@@H](C)CO)C(=O)CCCn2nncc2CO[C@H]1CN(C)C(=O)Cc1ccccc1,0&0,-1&-5&-10,0.9&0.0,1&1&1,-9&13&-2,-4&4&-14,1&-2&3,5&3&2
O=C(COn1nnc2ccc(S(=O)(=O)N3CCOCC3)cc21)NCc1cccc(Cl)c1,.,-1,0.0,0,-81,-5,-1,-5

# Continued; the last 2 above are carried over.
SMILES,ARNT-TACC3 inh,esBAF inh,E-selectin induc,PglD inh,RAD52 inh,RAD54 inh,CASP6 VEID inh,ERp5 block
C[C@@H]1CN([C@@H](C)CO)C(=O)CCCn2nncc2CO[C@H]1CN(C)C(=O)Cc1ccccc1,0&0,-1&-5&-10,0.9&0.0,1&1&1,-9&13&-2,-4&4&-14,1&-2&3,5&3&2
O=C(COn1nnc2ccc(S(=O)(=O)N3CCOCC3)cc21)NCc1cccc(Cl)c1,.,-1,0.0,0,-81,-5,-1,-5
COCCC(=O)N1CCC(Oc2ccc(C(=O)NCc3csc(C)n3)cc2)CC1,-7,-6,.,15,-6,18,-1,1
COC(=O)c1sc(-c2ccc(C(C)(C)C)cc2)cc1NC(=O)CSCC(=O)O,-6,.,-0.1,.,-22,.,15,-7
COc1ccc2cc(C(=O)C3CCCN(C(=O)c4cc(=O)n(C)c(=O)n4C)C3)ccc2c1 (centres undefined),-1,8,.,4,-13,-10,1,10
CCc1ccc(OCCCC(=O)Nc2ccc(N3CCCCC3)cc2)cc1,1,-3,.,1,.,-4,.,.
COc1ccc2[nH]c3c(c2c1)CCN1C(=O)C(CC(=O)NCCCn2ccnc2)C[C@H](C(=O)N2CCCCC2)[C@@]31C (some centres undefined),5,0,-0.1,1,-11,-6,-17,0
CN1C(=O)C(CC(=O)Nc2ccc3c(c2)Cc2ccccc2-3)N(C)C1=O (centres undefined),6,6,.,-2,.,3,.,.
CN(C)S(=O)(=O)c1cccc(NC(=O)/C=C/c2ccc(S(=O)(=O)N3CCOCC3)cc2)c1,5,-38,-0.1,-2,-7,5,2,7
CCCNC(=O)N(C)C[C@@H]1Oc2cc(C#CC(C)C)ccc2S(=O)(=O)N([C@@H](C)CO)C[C@H]1C,5,1,-3.0,-1,.,-2,.,.
Cc1ccc(-c2ccc(/C=C(\C#N)C(N)=S)o2)c([N+](=O)[O-])c1,1,.,.,.,21,.,23,3
O=C(COC(=O)c1ccco1)Nc1ccccc1,1,7,.,2,.,-4,.,.
CC(C)Oc1ccc(S(=O)(=O)N2CCOCC2)cc1NC(=O)C1COc2ccccc2O1 (centres undefined),-2,9,.,0,-16,-8,3,-13
CN(C(=O)/C=C/c1ccco1)c1ccccc1C(=O)O,-12,.,0.6,2,-34,-10,12,1
CCc1nc2c(OCC(=O)c3ccc(F)cc3)cccn2c1N(C)C(=O)c1ccccc1F,.,6,0.2,4,-45,-5,3,-4
C[C@H]1CCCCO[C@@H](CN(C)S(=O)(=O)c2cccs2)[C@@H](C)CN([C@@H](C)CO)C(=O)c2cc(NC(=O)NC3CCCCC3)ccc2O1,12,12,6.2,1,.,-2,.,.
CCN(C(=O)Cn1c(=O)n2nc(CCn3nc(C)cc3C)nc2c2ccccc21)c1cccc(C)c1,-8,7,.,-2,.,-4,.,.
C[C@@H]1CN([C@H](C)CO)C(=O)c2cc(-c3ccncc3)cnc2O[C@H]1CN(C)Cc1ccc(F)cc1,0,-2,-0.2,3,-2,-7,-3,4
O=C(CN1CCN(S(=O)(=O)N2CCOCC2)CC1)Nc1ccc(Cl)c(Cl)c1,-2,5,0.1,-5,-8,-4,-3,0
OCc1ccc2c(c1)c(-c1ccc3c(c1)OCCO3)c(-c1ccccc1)n2-c1ccccc1,-16,-14,-0.2,-1,-10,7,-3,8
CCC1=NN2C(=N)/C(=C\c3cccn3-c3ccc(OC)cc3)C(=O)N=C2S1,-3,0,.,-1,i,2,5,7
CN(C)CC(=O)N[C@H]1CC[C@@H](CC(=O)NCCN2CCCCC2)O[C@@H]1CO,9,1,-0.4,4,-5,-1,-1,-1
CCCCn1c(N)c(N(Cc2ccccc2OC)C(=O)CCC(C)C)c(=O)[nH]c1=O,-7,.,.,.,-6,-5,-3,0
Cn1c(-c2ccccc2)cnc1NCc1ccccc1,6,18,.,1,-27,9,-2,12
COc1ccc(S(=O)(=O)N(C)C[C@H]2Oc3ccc(NC(=O)Nc4ccccc4)cc3C(=O)N([C@H](C)CO)C[C@H]2C)cc1,4,0,-0.1,-2,7,3,2,2
CC(C)(C)OC(=O)N1CCC(NC(=O)c2[nH]c(C(F)(F)F)nc2-c2ccccc2)CC1,.,-1,.,-3,-5,1,1,-10
CN1OC[C@@H]2CN3C(=Nc4cc(C(F)(F)F)cc(C(F)(F)F)c4)Sc4ccccc4[C@@H]3C[C@@H]21,.,.,0.4,.,-14,.,-7,0

# (further entries)
SMILES,ARNT-TACC3 inh,esBAF inh,E-selectin induc,PglD inh,RAD52 inh,RAD54 inh,CASP6 VEID inh,ERp5 block
COc1ccc(C(=O)N(C)C2(C)CCS(=O)(=O)C2)cc1OC (centres undefined),-6,-3,-0.3,.,-8,.,-1,1
N#Cc1ccc(-c2ccc3c(c2)[C@@H]2[C@@H](CCN2C(=O)C2CCCCC2)[C@H](CO)N3)cc1,-24,-2,0.3,2,4,-4,.,2
O=C(NCC(c1ccc(F)cc1)N1CCOCC1)c1cccnc1Sc1ccccc1 (centres undefined),1,11,0.2,-6,-13,2,7,5
COc1ccccc1NC(=O)CSc1nnnn1-c1ccc2c(c1)OCO2,26,11,.,1,-6,3,2,4
COC(=O)[C@@H]1[C@@H](CO)[C@@H]2Cn3c(ccc(-c4ccccc4)c3=O)[C@@H]2N1CC1CCCCC1,.,4,-0.9,-3,.,-4,.,.
C/C(=N\OCC(=O)NC12CC3CC(CC(C3)C1)C2)c1cc2ccccc2o1,.,5,-0.1,-6,-18,-5,0,4
COc1ccc(CNC(=O)CN2C(=O)CSc3ccc(S(=O)(=O)N4CCOCC4)cc32)c(OC)c1,-3,1,-0.6,9,-15,-8,-2,-1
O=C(NC12CC3CC(CC(C3)C1)C2)c1cc(F)c(F)cc1Cl,0,-3,-0.2,0,-15,-5,2,6
O=C(O)Cn1ccnc1[N+](=O)[O-],.,.,0.1,.,6,.,5,3
COc1ccc(NC(=O)c2c(C)nn(-c3ccccc3)c2Cl)cc1,-2,19,1.5,3,-22,-1,-2,1
Cc1cc(C)c(S(=O)(=O)N2CCC3(CC2)OCCN3S(=O)(=O)c2cccs2)c(C)c1,2,-2,0.9,.,-2,.,3,3

# Gathered by group, the entries above with a nitro group on carbon.
SMILES,ARNT-TACC3 inh,esBAF inh,E-selectin induc,PglD inh,RAD52 inh,RAD54 inh,CASP6 VEID inh,ERp5 block
O=C(Nc1cccc([N+](=O)[O-])c1)c1[nH]ncc1Cl,-28,.,.,3,-5,-1,3,-1
Cc1ccc(-c2ccc(/C=C(\C#N)C(N)=S)o2)c([N+](=O)[O-])c1,1,.,.,.,21,.,23,3
O=C(O)Cn1ccnc1[N+](=O)[O-],.,.,0.1,.,6,.,5,3

# Nothing new here: an excerpt of the list.
SMILES,ARNT-TACC3 inh,esBAF inh,E-selectin induc,PglD inh,RAD52 inh,RAD54 inh,CASP6 VEID inh,ERp5 block
COc1ccc(NC(=O)c2c(C)nn(-c3ccccc3)c2Cl)cc1,-2,19,1.5,3,-22,-1,-2,1
Cc1cc(C)c(S(=O)(=O)N2CCC3(CC2)OCCN3S(=O)(=O)c2cccs2)c(C)c1,2,-2,0.9,.,-2,.,3,3

# Screening results as filed in PubChem.

# Compounds were not picked by outcome. Share with any hit: about 3.2%.
